High-throughput results (PubChem BioAssay)
EBV gp42 block: EBV gp42 inhibition; Fluorescence polarization binding assay, mP read-out; inhibition, % (tested at 21.74 µM); 0.42% of 220,000 active; in the data active = inhibition above about 50%
Mdm2 ligase inh: inhibitors of human Mdm2 E3 ubiquitin ligase; Q00987; cell-based MDM2 ubiquitination luciferase reporter, 2 h; 0 = plate control, 100 = twice control, blank-subtracted; signal enhancement, % at 5 µM; 0.11% of 210,000 active;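 active = signal enhancement of 30% or more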;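 note: luminescence tracks abundance of the self-degrading MDM2-luciferase fusion protein; higher signal means inhibition of MDM2 E3 ligase activity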
Target sequence (Q00987 whole entry, looked up, the tested form may be a part): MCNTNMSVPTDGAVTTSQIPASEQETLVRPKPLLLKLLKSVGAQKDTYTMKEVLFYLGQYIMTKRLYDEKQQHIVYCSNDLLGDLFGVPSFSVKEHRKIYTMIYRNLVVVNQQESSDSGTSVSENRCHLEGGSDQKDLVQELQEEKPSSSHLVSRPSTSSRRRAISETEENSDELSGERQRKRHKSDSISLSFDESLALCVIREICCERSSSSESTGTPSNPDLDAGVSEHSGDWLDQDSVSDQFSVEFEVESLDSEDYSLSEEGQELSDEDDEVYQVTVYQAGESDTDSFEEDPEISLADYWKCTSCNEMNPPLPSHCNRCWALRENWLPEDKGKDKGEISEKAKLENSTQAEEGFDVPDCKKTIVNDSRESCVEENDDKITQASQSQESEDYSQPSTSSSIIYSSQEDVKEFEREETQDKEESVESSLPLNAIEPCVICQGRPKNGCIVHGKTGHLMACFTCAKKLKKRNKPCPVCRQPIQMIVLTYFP
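Test system: mammalian cells stably expressing self-ubiquitinating, self-degrading MDM2 E3–luciferase fusion; Amount: 2000 cells in each well; Medium: DMEM; Schedule: 4 h settle plus 2 h compound, 37 °C; Technique: SteadyLite luciferase luminescence after 15 min room-temperature reagent incubation; Benchmarks: plate control and blank wells.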
14-3-3 Bad inh: disrupts binding of bovine 14-3-3 zeta to phospho-Bad peptide. inhibition, % at 21.7 µM. 0.71% of 220,000 active. TR-FRET 14-3-3zeta/Dy647-pBad peptide displacement, 1 h. P63103;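 active = inhibition above about 70%, limit read from the data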;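 note: 0% = full 14-3-3 plus peptide FRET controls and 100% = background without 14-3-3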
Hck-Nef inh: inhibitors of human Hck kinase activated by Nef | P08631 | Recombinant Hck-YEEI plus Nef, Z-Lyte FRET kinase assay | inhibition, % at 20 µM | 0.68% of 220,000 active | AID 463187;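 active = Hck-Nef kinase inhibition above about 50%, limit read from the data; inactive = inhibition below that limit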;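 note: 0% = DMSO with Hck plus Nef and 100% = Hck alone without Nef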
Runt-CBFb FRET: Runt domain-CBFb interaction inhibition; inhibition, % at 20 µM; Q01196+Q13951; AID 1496; Cerulean-Runt/Venus-CBFb FRET ratio 530/480, 1 h; 0.46% of 220,000 active;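 active = inhibition over about 50% at 20 µM in the single-dose screen, limit read from the data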;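 note: 0% = DMSO wells and 100% = excess unlabeled CBFb competitor control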
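Schedule: protein complex preformed 1 h, compound exposure 1 h, room temperature, dark; test system: Cerulean-labeled Runt domain protein; amount: 100 nM per protein; buffer or medium: Tris 50 mM pH 7.5, KCl, K2SO4, 0.01% BSA; read-out: loss of energy transfer signal; detection: FRET fluorescence; controls: 5 µM unlabeled CBFb as full-inhibition high control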
NCF1 inh: p47phox (human) inhibition | 0.53% of 220,000 active | AID 1274 | p47phox/p22phox peptide binding, fluorescence polarization, 2 h | inhibition, % at 24.7 µM;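 active = inhibition above about 30%, limit read from the data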;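 note: 0% = p47phox with labelled peptide and 100% = labelled peptide alone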
Target sequence (P14598 whole entry, looked up): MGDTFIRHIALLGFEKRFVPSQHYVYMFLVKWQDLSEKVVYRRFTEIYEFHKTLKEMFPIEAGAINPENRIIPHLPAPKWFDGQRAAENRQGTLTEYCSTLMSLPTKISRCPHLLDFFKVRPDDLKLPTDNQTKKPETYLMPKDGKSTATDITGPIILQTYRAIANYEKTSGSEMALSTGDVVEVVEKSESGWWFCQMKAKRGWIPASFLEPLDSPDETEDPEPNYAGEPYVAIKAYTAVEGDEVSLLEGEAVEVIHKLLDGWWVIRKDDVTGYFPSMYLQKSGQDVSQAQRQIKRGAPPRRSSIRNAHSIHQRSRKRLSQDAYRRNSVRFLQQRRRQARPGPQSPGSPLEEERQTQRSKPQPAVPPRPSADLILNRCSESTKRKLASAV
TbHK1 inh: blocks Trypanosoma brucei hexokinase 1 activity. 0.11% of 220,000 active. recombinant TbHK1, G6PDH-coupled NADH A340. AID 1430. inhibition, % at 10 µM;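 active = inhibition of 50% or more in the single-dose primary screen; inactive = inhibition below 50%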
L929 necroptosis: L929 zVAD cell death inhibition; viability rescue, % at 10 µM; AID 1377; 0.38% of 220,000 active; L929 zVAD necroptosis rescue, ATP luminescence, 24 h; with zVAD 60 µM;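 active = activation, scaled between plate controls, above about 75%, limit read from the data; inactive = activation under that limit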;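 note: 0% = zVAD with DMSO and 100% = DMSO alone without zVAD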
Runt-SMMHC FRET: Runt domain-CBFb-SMMHC interaction inhibition; Cerulean-Runt/Venus-CBFb-SMMHC FRET ratio 530/480, 1 h; inhibition, % at 20 µM; 0.74% of 220,000 active;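 active = mean inhibition across duplicate retests at 20 µM reaching about 50%, limit read from the data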;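 note: 0% = DMSO wells and 100% = wells with excess untagged CBFb-SMMHC; inhibitors lower the FRET ratio by blocking Runt binding to CBFb-SMMHC; some results filed as inactive read as strong as hits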
The depositor's hits bear a star; . = not tested or not shown; [ ] = another dose, or the depositor's remark.

SMILES	EBV gp42 block	Mdm2 ligase inh	14-3-3 Bad inh	Hck-Nef inh	Runt-CBFb FRET	NCF1 inh	TbHK1 inh	L929 necroptosis	Runt-SMMHC FRET
CCN1CCN(c2ncc3c(n2)CC(c2cc(OC)c(OC)c(OC)c2)CC3=O)CC1 (centres undefined)	-6	-1	0	0	2	-2	-20	-0.3	1
CCn1nc(C(=O)Nc2ccc3nc(C)sc3c2)c2ccccc2c1=O	-11	-1	-19[fluorescence artefact?]	0	-4	-15	27	0.5	1
CCOC(=O)Cn1c(C)c(C#N)c2ccccc21	-6	-13	-7	1	-1	-9	-1	0.1	4
COc1ccc(C2CC(=O)Oc3c(C(CCN4CCOCC4)c4cc(OC)c(OC)c(OC)c4)c(OC)cc(OC)c32)cc1 (centres undefined)	-12	2	-2	28	-6	-18	-16	0.1	0
COC(=O)c1ccccc1NC(=O)c1ccccc1OC	-26	-3	5	2	-2	-9	13	5.6	0
O=C(O)COc1ccc(/C=N/Nc2nc(Nc3ccccc3)nc(N3CCCCC3)n2)cc1	-18	-9	-1	30	-5	-4	-14	1.2	-4
Cc1nc2ccc(Br)cn2c(=O)c1Cl	10	2	1	5	-1	-8	-24	1.3	-1
O=C(NC1CCCCC1)C(c1ccc(O)cc1)N(CC1CCCO1)C(=O)C1COc2ccccc2O1 (centres undefined)	-18	-10	-10	3	3	-5	2	0.2	-1
COc1cc(NC(=O)CN2CCC(Cc3ccccc3)CC2)c(C)cc1[N+](=O)[O-]	-13	.	3[fluorescence artefact?]	16	26	-2	-4	-0.4	3
O=C(Cc1ccc(Br)cc1)c1ccc(O)cc1O	1	-9	-3	0	1	-7	-35	0.9	-4
O=C1Nc2ccc([N+](=O)[O-])cc2OC1CCN1CCN(Cc2ccc3c(c2)OCO3)CC1 (centres undefined)	-6	-25	-9	-14	-5	-9	-10	-0.2	-13
O=C(CCc1ccccc1)NC(NC(=S)Nc1cccc(Cl)c1)C(Cl)(Cl)Cl (centres undefined)	-4	1	0[fluorescence artefact?]	-2	5	-6	-16	0.3	-2
COc1ccc(OC)c(S(=O)(=O)N2CCC(C(=O)NCc3ccccc3OC)CC2)c1	-15	-11	-10	0	-2	6	1	0.2	3
O=[N+]([O-])c1cc(S(=O)(=O)CCCN2CCOCC2)ccc1F	-10	-7	-8	-9	-1	0	-3	-1.6	0
O=c1[nH]ncc(NCc2ccc(Cl)cc2)c1Cl	-7	-7	-5	11	0	-4	-2	1.2	1
CCN(CC)S(=O)(=O)c1ccc2oc(C(=O)NCc3ccc(C)cc3)c(C)c2c1	9	-6	2	4	6	-14	0	0.7	6
Cc1c(C(=O)NCCN2C(=O)S/C(=C\c3cccnc3)C2=O)cccc1[N+](=O)[O-]	-14	-9	-5	13	3	-4	-58	0.8	-1
COc1ccc(CN(C)CC(=O)Nc2ccc(Cl)cc2F)c(OC)c1	-2	-10	25	-8	-4	-1	-1	0.3	3
O=C(O)CC(NC(=O)c1cccc([N+](=O)[O-])c1)c1ccc2c(c1)OCO2 (centres undefined)	0	-6	-19	24	-1	-11	1	3.6	0
COc1ccccc1-n1c(=O)c2c3c(sc2n2c(=S)[nH]nc12)CCC3	7	-1	-10	19	13	4	-3	0.7	9

Some entries already given with just TbHK1 inh and Runt-SMMHC FRET:
SMILES	TbHK1 inh	Runt-SMMHC FRET
COc1cc(NC(=O)CN2CCC(Cc3ccccc3)CC2)c(C)cc1[N+](=O)[O-]	-4	3
O=C(Cc1ccc(Br)cc1)c1ccc(O)cc1O	-35	-4
O=C1Nc2ccc([N+](=O)[O-])cc2OC1CCN1CCN(Cc2ccc3c(c2)OCO3)CC1 (centres undefined)	-10	-13

Later entries:
SMILES	EBV gp42 block	Mdm2 ligase inh	14-3-3 Bad inh	Hck-Nef inh	Runt-CBFb FRET	NCF1 inh	TbHK1 inh	L929 necroptosis	Runt-SMMHC FRET
CC1Cc2cc(C3(O)C(=O)c4ccccc4C3=O)ccc2N1 (centres undefined)	-22	-9	59	0	-1	-11	-8	-0.1	-1
Cn1c(SCC(=O)N2CCOCC2)nnc1-c1ccc2ncccc2c1	-18	2	0	10	2	-1	-4	1.2	-5
COc1ccc(NC(=S)NC(C)Cc2cccs2)cc1 (centres undefined)	-6	-3	-11	-2	0	-16	-5	-0.4	0
COc1ccc(C(=O)Nc2nc(C)cc(C)n2)cc1[N+](=O)[O-]	-2	-7	-7[fluorescence artefact?]	-1	-2	-21	-1	-0.1	4
CN(CCOc1ccccc1)Cc1nc2cc(Cl)ccc2c(=O)[nH]1	-22	-8	-4	23	-2	-14	-6	-0.1	0
Cc1ccc(NC(=O)c2c(C)nc3ccccn23)cc1C	-1	0	-21	25	-1	-1	-4	21	-4
CC(C)C(NC(=O)c1ccc(C(C)(C)C)cc1)C(=O)NC1=NCCS1 (centres undefined)	-1	-24	1	-1	-21	-10	-11	1.4	0
c1ccc(-c2nc(NCc3ccco3)c3oc4ccccc4c3n2)cc1	-9	10	73*	1	.	-52	6	0.1	6
CCN1CCCC1CNC(=O)c1ccc(N2CCCC2=O)cc1 (centres undefined)	-11	-12	6	1	3	-11	0	2.1	2
COC(=O)c1[nH]c2ccccc2c1NC(=O)CN1CCN(C/C=C/c2ccccc2)CC1	-15	-14	-4	-1	0	-12	-8	1.0	-2
COc1ccc(-n2nc3cc(C)c(NC(=O)C(C)C)cc3n2)cc1	-14	-56	-15	1	-1	-4	-9	0.0	-1
O=C1C2C3CC(C(Br)C3Br)C2C(=O)N1CC1CCCO1 (centres undefined)	-2	-4	3	23	0	-6	-6	-0.6	2
CNC(=S)Nc1ccccc1-c1ccccc1	-1	0	-15	2	-3	1	0	-0.8	-1
COc1ccc(OC)c(NS(=O)(=O)c2ccc(NC(=O)c3ccc(NS(C)(=O)=O)cc3)cc2)c1	-1	-3	-5[fluorescence artefact?]	2	-1	-7	-5	0.1	-1
C=CCOC(=O)C1=C(C)OC(N)=C(C#N)C1c1ccccc1F (centres undefined)	3	1	6	0	0	-2	3	-0.5	1
COc1ccc(/C(CC2OC(=O)c3ccccc32)=N\NC(N)=O)cc1 (centres undefined)	-10	-21	-2	9	3	-12	2	0.3	-2
Cc1ccc(N2CN(CCC3=CCCCC3)CNC2=S)cc1	-9	-5	-5	4	0	-3	-4	0.4	0
CCOC(=O)c1ccn(-c2nc(-c3ccco3)cc(C(F)(F)F)n2)n1	-10	-6	16	-1	-5	-3	-29	2.0	0
CNC(=O)c1cc2c(=O)n3cc(C)ccc3nc2n(C(C)C)c1=N	0	-12	-11	171*	11	-9	-7	0.0	41
O=C(Nc1ccc2c(c1)OCO2)c1nn(-c2ccccc2)c(=O)c2ccccc12	-3	-8	-4	-1	3	-9	7	0.7	-3
CCOC(=O)CC(=O)CSc1nc(C)nc2c1oc1ccccc12	-14	-9	3	3	9	4	-6	0.2	11
O=C1N(CN2CCN(Cc3ccccc3)CC2)c2ccccc2C12OCCCO2	-14	-9	-4	14	1	0	-3	2.4	4
O=C(NCc1ccco1)c1cc2ccccc2c(=O)o1	3	-10	-12[fluorescence artefact?]	1	4	-9	-12	1.6	1
O=C(Oc1ccc(-n2cnnn2)cc1)c1ccccc1	-10	0	0	3	2	6	-1	4.0	-1
COc1cccc(-c2cc(C(=O)NCCc3ccccc3)no2)c1	-10	-9	-6	13	-2	-7	-2	-1.2	2
CCCCNC1CCS(=O)(=O)C1 (centres undefined)	-24	-6	-11	1	1	-3	-1	-0.1	-6
O=C(NNC(=O)c1oc2ccccc2c1-n1cccc1)c1ccco1	-5	-16	-5	2	-4	0	-21	0.1	-7
O=C(NCC1CCN(c2ccc(S(=O)(=O)N3CCOCC3)cc2)CC1)c1ccc(Cl)cc1	-15	-12	0	-1	2	-12	-6	-0.7	-2
COc1cccc(CNC(=O)C2(C)Oc3ccccc3NC2=O)c1 (centres undefined)	14	-12	5	-17	1	-4	33	0.8	-1
CN1CCN(c2ccc(S(=O)(=O)N3CCOCC3)cc2NC(=O)CCc2ccccc2)CC1	-15	.	-1	25	1	2	-4	0.8	-4
COc1cc(OC)cc(C(=O)NNC(=O)NC2CCCCC2)c1	0	-1	-11[fluorescence artefact?]	-1	2	-6	2	0.2	1
CCC(C)NC(=O)c1ccccc1NC(=O)C1COc2ccccc2O1 (centres undefined)	-5	5	-3	21	0	5	-1	1.0	0
Cn1nnc2cc(C(=O)N3CCCCCC3)ccc21	-16	9	9	5	-1	-8	1	-0.2	3
CC(=O)Nc1ccc(OCc2nnc(-c3ccc(Cl)cc3)o2)cc1	-19	-2	-11	22	-2	-14	-2	-0.2	1
Cc1onc(-c2ccccc2Cl)c1C(=O)NC(=S)NCCc1ccccc1	9	5	-1	1	-2	-6	19	0.1	2
CSc1nc2ccc(S(=O)(=O)N3CCc4ccccc43)cc2s1	-2	-13	0	1	2	-11	-3	0.1	3
O=C(c1ccccc1Br)N1CCC(c2nc3ccccc3s2)CC1	3	0	-3	2	-3	-2	-7	1.0	-2
O=C(c1cc2nc(-c3cccs3)cc(C(F)(F)F)n2n1)N1CCCc2ccccc21	-14	-22	-3	0	-12	-20	-11	0.4	-3
Cc1ccc(S(=O)(=O)C2CCCCC2=O)cc1 (centres undefined)	-11	7	-20	2	-2	-12	4	0.6	-4
O=C(c1ccccc1)N1CCC(c2nc(-c3ccc(S(=O)(=O)N4CCOCC4)cc3)no2)CC1	6	-20	-3	-2	-2	-13	2	0.1	4
O=C(Nc1ccncc1)c1cc2ccccc2o1	-13	-15	10	-1	0	-5	4	0.5	-1
COc1ccc(C2C(C(C)=O)=C(O)C(=O)N2c2cccnc2)c(OC)c1 (centres undefined)	-13	-27	30	3	0	-14	17	-0.2	1
COc1ccc(NC(=O)c2cccc(S(=O)(=O)N(C)c3ccccc3)c2)cn1	-1	-4	0	4	-2	-5	6	0.7	3
Cc1ccc2nc(-c3ccc(N4C(=N)SC5CS(=O)(=O)CC54)cc3)sc2c1 (centres undefined)	-7	-24	7[fluorescence artefact?]	0	0	-1	-10	6.6	2
CCCOC(=O)c1ccc(N2C(=O)c3ccccc3C2=O)cc1	-8	-1	-7	3	-2	-12	-7	1.3	4
COC(=O)CSc1nc2c(c(-c3ccc(O)cc3)c1C#N)CCCC2	22	-9	12	-3	-1	-8	4	1.1	2
CCOc1ccccc1NC(=O)N1C2CCCC1CC(NC(=O)C1CC1)C2 (centres undefined)	-4	1	-2	1	-1	-16	5	0.5	1
COc1ccc(NC(=O)c2cc3c(Cl)nc4ccccc4c3s2)c(OC)c1	-11	1	15	12	1	7	-16	1.1	-20
COC(C(=O)Nc1ccc(C(C)=O)cc1)c1ccccc1 (centres undefined)	-10	5	23[fluorescence artefact?]	6	-3	8	-4	0.7	-2
CNC(=O)C1CCC(=O)N1Cc1ccc(C)cc1 (centres undefined)	-11	-13	1[fluorescence artefact?]	0	-1	1	9	0.3	2
O=C(NCc1cccnc1)c1ccccc1-c1nc(-c2ccccc2)no1	-5	-14	10	-1	0	-1	-5	-0.5	-1
Cc1cc2ncn(C(=O)N3CCOCC3)c2cc1C	-18	5	14	1	0	-2	-6	-0.7	0
